# Screening results: PubChem, several laboratories
# TRPML3 ag = human mucolipin-3 channel agonism; activation, % at 3 µM; HEK293 TRPML3-YFP, Fluo-8 calcium fluorescence; 100% = the carbachol control signal; Q8TDD5; 220,000 compounds, 0.29% hits;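 active means activation above its plate's cutoff, the mean activation of the plate's test wells plus 3 SD, cut at about 12% in these data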;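 further: 0% = DMSO only wells and 100% = carbachol wells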
#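 system = HEK293 cells stably carrying human TRPML3-YFP | doses = one concentration, 3 µM nominal, 0.3% DMSO | timing = dye loading 1 h 37 °C then 30 min ambient, 125 s read | detection = Fluo-8 calcium dye fluorescence, ex 470-495, em 515-575 nm | benchmarks = high control carbachol 87 µM, low control DMSO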
# zfTRPN1 agonist = activates the zebrafish TRPN1 channel; activation, % at 3 µM; HEK293 zebrafish TRPN1-YFP, Fluo-8 calcium fluorescence; 100% = response to 87 µM carbachol; 220,000 compounds, 0.18% hits; AID 1424;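 active means activation above its plate's cutoff, the mean activation of test wells on that plate plus 3 SD, cut at about 19% in these data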;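 further: 0% = DMSO alone and 100% = 87 µM carbachol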
#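 Material: zebrafish TRPN1-YFP in HEK293 cells; Doses: single test compound dose, 3 µM nominal, 0.3% DMSO; Timing: dye loading 1 h at 37 °C, then 30 min room temperature; Technique: intracellular calcium fluorescence with Fluo-8; Benchmarks: high carbachol 87 µM, low DMSO alone.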
# NPY-Y2 PAM-ag = human NPY-Y2 potentiation or agonism, primary screen. cells expressing NPY-Y2, potentiator/agonist read-out. activation, % at 3.6 µM. 220,000 compounds, 0.45% hits. AID 1359. P49146; in the data active means activation above about 27%;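 further: cells stimulated with NPY near EC25 plus isoproterenol at EC100; 0% = vehicle plus submaximal agonist and 100% = vehicle plus saturating agonist; some results beyond the cut were filed as inactive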
# NPY Y1 blocker = antagonists of human neuropeptide Y receptor Y1 | HEK293-CNG Y1 cells, membrane potential fluorescence; NPY at EC95, then isoproterenol | P25929 | inhibition, % at 3.6 µM | 200,000 compounds, 1% hits | AID 1040;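 active means inhibition above the campaign mean inhibition of all tested compounds plus 3 SD, cut at about 20% in these data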;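 further: 0% = DMSO wells given NPY plus isoproterenol and 100% = isoproterenol alone without NPY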
#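 Benchmarks – high control isoproterenol alone, low control NPY with isoproterenol · Material – HEK293 Y1/CNG channel cell line · Times – dye 3 h, compound 60 min room temperature, stimulation 45 min · Probe or stimulus – NPY (25 nM), isoproterenol (1 µM), Ro 20-1724 (25 µM) · Evaluation – % inhibition of NPY effect · Signal – fluorescence, membrane potential probe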
# EP2 mod = EP2 receptor (human) modulation | P43116 | EP2-expressing cells, cAMP HTRF FRET, PGE2 co-stimulation | induction, % at 25 µM | 260,000 compounds, 0.83% hits | AID 940;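 active means compounds whose cAMP rise, as percent of the full-agonist control response, exceeds 60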;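 further: rat C6 glioma line stably carrying human EP2 under a CMV promoter; the protocol text gives 20 µM as final concentration; 100% = response of wells given 1 µM PGE2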
# Target sequence (P43116 whole entry, looked up): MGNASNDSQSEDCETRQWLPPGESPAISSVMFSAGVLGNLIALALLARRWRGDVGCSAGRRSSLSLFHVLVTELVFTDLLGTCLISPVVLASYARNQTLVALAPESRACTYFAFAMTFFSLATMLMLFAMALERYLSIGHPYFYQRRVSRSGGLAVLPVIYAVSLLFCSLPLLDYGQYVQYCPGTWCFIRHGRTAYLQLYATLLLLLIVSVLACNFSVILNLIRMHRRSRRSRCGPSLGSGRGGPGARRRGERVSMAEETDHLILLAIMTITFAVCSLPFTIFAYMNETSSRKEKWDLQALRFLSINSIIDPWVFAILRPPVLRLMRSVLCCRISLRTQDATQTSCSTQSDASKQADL
# S1P4 antag = blocks the human S1P4 receptor; O95977; S1P4-expressing cells, antagonist mode, reporter read-out; inhibition, % at 4.98 µM; 220,000 compounds, 0.26% hits; in the data active means inhibition above about 29%;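 further: 0% = wells stimulated with agonist and 100% = vehicle wells without agonist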
# Target sequence (O95977 whole entry, looked up): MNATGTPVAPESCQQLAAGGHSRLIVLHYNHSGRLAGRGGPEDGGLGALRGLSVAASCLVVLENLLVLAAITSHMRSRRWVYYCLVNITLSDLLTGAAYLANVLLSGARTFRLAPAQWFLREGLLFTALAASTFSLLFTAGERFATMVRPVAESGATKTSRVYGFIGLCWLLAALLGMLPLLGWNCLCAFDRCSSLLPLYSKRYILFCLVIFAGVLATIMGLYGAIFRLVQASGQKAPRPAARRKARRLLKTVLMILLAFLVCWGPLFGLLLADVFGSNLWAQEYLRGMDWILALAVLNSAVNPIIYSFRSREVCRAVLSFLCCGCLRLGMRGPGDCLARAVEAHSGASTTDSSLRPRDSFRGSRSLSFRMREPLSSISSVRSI
# S1P4 ag = agonists of human S1P4 receptor; S1P4-expressing cell line, agonist reporter assay; activation, % at 4.98 µM; 220,000 compounds, 0.35% hits; AID 1509; in the data active means activation above about 11%;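 further: 0% = DMSO vehicle and 100% = reference agonist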
# NPY-Y1 PAM-ag = human NPY-Y1 potentiation or agonism, primary screen; P25929; NPY-Y1 expressing cells, potentiator/agonist activation; activation, % at 3.6 µM; 220,000 compounds, 0.37% hits; in the data active means activation above about 33%, passing the limit was not always enough;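 further: cells stimulated with NPY at EC10 then isoproterenol at EC100; 0% = low agonist plus stimulus and 100% = saturating agonist plus stimulus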
# CHOP inhibitor = CHOP inhibition in unfolded protein response; CHO-K1 CHOP-promoter luciferase, tunicamycin-induced, 15-18 h; AID 2732; inhibition, % at 10 µM; 220,000 compounds, 3.8% hits;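 active means compounds that reduced the stress-induced luciferase reporter signal by more than about 70% of percent inhibition, limit read from the data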;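 further: 0% = tunicamycin plus vehicle and 100% = wells without tunicamycin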
# * marks the source's active call; other numbers are inactive results; . = no result given; & = joins results of further samples.
# Each structure is followed by: TRPML3 ag	zfTRPN1 agonist	NPY-Y2 PAM-ag	NPY Y1 blocker	EP2 mod	S1P4 antag	S1P4 ag	NPY-Y1 PAM-ag	CHOP inhibitor
[1] O=C(c1cc2nc(-c3ccc(Cl)cc3)cc(C(F)(F)F)n2n1)N1CCOCC1
    1.0	-0.3	-7.4	4.6	-8.8	-2.2	-0.6	-17.9	50.4
[2] O=C(N/N=C/c1cc([N+](=O)[O-])ccc1O)NC12CC3CC(CC(C3)C1)C2
    -0.6	2.5	2.7	3.5	-60.9	-6.3	-0.8	1.7	25.3
[3] Cc1c(Cl)cccc1N(Cc1ccc(C(=O)O)cc1)S(=O)(=O)c1ccccc1
    0.9	-0.9	4.5	10.1	31.3	5.9	-1.4	5.3	-9.8
[4] Cc1cc(C)n(CC2CC(=O)N(c3ccc(Cl)c(Cl)c3)C2=O)n1 (stereo not drawn)
    -0.5	-0.4	5.6	-3.6	4.5	-3.6	0.3	15.6	-19.3
[5] Cc1ccc(/C=N/n2c(C)n[nH]c2=S)o1
    0.9	-0.1	4.8	-3.6	8.2	1.5	0.9	-2.1	-7.0
[6] Cc1cc(C)cc(NS(=O)(=O)c2cc(C(=O)NCc3ccccn3)ccc2Cl)c1
    1.0	0.0	-0.7	0.8	11.3	6.2	1.8	0.7	21.1
[7] COC(=O)Cn1c(=O)c(C(=O)CCl)c(N)n(Cc2ccccc2)c1=O
    0.4	1.6	-12.4	.	-11.0	-0.4	-1.2	15.5	23.1
[8] COc1ccccc1N1CCN(C(=O)CCC(=O)O)CC1
    0.8	-0.3	-4.4	-3.5	-4.5&17.4	-7.2	1.2	16.1	6.0
[9] Cc1cccc(NC(=O)CSc2nnc(C)n2Cc2ccccc2)c1
    -0.4	-0.3	4.8	-0.3	-6.4	1.3	0.1	-18.2	22.0
[10] O=C(NCCc1ccncc1)C12CC3CC(CC(C3)C1)C2
    0.9	1.5	4.6	0.3	-1.6	10.6	0.7	7.5	-23.1
[11] N=c1n(CCN2CCOCC2)c2ccccc2n1Cc1ccccc1Br
    0.6	0.6	0.7	20.6*	27.9	3.2	0.3	-12.2	-4.0
[12] Cc1ccccc1N/N=C/c1ccc(N2CCOCC2)cc1
    0.6	-0.7	0.4	1.6	-10.6	-3.0	2.1	18.1	26.9
[13] Cc1nc(Sc2nnnn2C)c2c3c(sc2n1)CCC3
    1.1	-0.3	-3.0	2.5	28.3	-8.4	11.4*	-4.4	-100.1
[14] Cc1cccc(NC(=O)C2CCCN(c3nc(C)cc(C)n3)C2)c1 (stereo not drawn)
    -0.2	1.4	-1.6	4.0	-26.5	-12.9	0.3	4.4	30.6
[15] Cc1ccc(S(=O)(=O)N(C)Cc2ccc(-c3nnc4n3CCC4)cc2)cc1
    0.1	0.4	14.4	-3.9	-11.4	-1.0	-2.6	16.2	-4.3
[16] COc1ccc2nc3oc(C(=O)NCc4cccs4)cc3cc2c1
    0.2	2.0	-2.1	3.9	-23.9	-1.6	3.2	-5.2	51.2
[17] CCOc1ccc(-n2ccnc2SCC(=O)Nc2cc(C)on2)cc1
    -0.2	2.3	-4.1	-6.3	-7.6	-6.4	-0.8	9.5	4.8
[18] O=C1O/C(=C/c2ccccc2)N=C1c1ccccc1
    0.9	0.0	7.1	8.5	49.1	-18.5	-1.3	-13.9	87.2*
[19] Cc1ccc(NC(Cc2cc(C)no2)c2ccccc2)cc1 (stereo not drawn)
    2.1	1.1	19.1	3.9	-3.6	-9.5	-1.4	-14.6	-42.8
[20] COCCn1c(C)cc(C(=O)CSc2nncn2-c2ccccc2)c1C
    0.4	-0.7	-1.2	1.4	17.0	-18.6	0.2	-2.5	8.4
[21] COC(=O)C1C(O)=C(C=Nc2ccccc2)C(=O)CC1(C)C (stereo not drawn)
    -0.3	1.6	-5.4	7.0	-2.2	-5.0	0.3	-12.7	35.4
[22] CCc1cccc2c(=O)c(C(=O)NCCCOC)c[nH]c12
    -0.1	0.7	-5.2	2.1	-16.9	0.0	-1.8	-12.1	0.9
[23] CCCc1nnc(SCC(=O)O)n1/N=C/c1ccc2c(c1)OCO2
    0.7	0.3	15.0	-3.3	22.4	6.3	-1.9	14.1	23.7
[24] CC(C)(C)C(=O)N(CCN(C(=O)C(C)(C)C)c1ccccc1)c1ccccc1
    0.0	-0.6	11.8	0.3	29.2	-10.2	0.0	11.0	78.4*
[25] CC1Cc2nc(SCC(=O)Nc3ccc4c(c3)OCCO4)n(C)c(=O)c2S1 (stereo not drawn)
    -0.6	-0.3	-4.7	-2.3	-9.7	-18.0	-0.6	-14.2	11.3
[26] CCOC(=O)C1=NNC2C(=O)N(Cc3ccccc3)C(=O)C12 (stereo not drawn)
    0.2	2.0	-2.1	.	31.2	-1.6	1.4	-17.4	14.5
[27] O=C(O)CCC(=O)N1N=C(c2c(-c3ccccc3)c3cc(Cl)ccc3[nH]c2=O)CC1c1cccs1 (stereo not drawn)
    0.2	-0.2	-4.0	-3.4	-2.5	-23.4	1.6	-6.5	13.4
[28] Cc1nc2cc(C(=O)OCC(=O)NC3CCS(=O)(=O)C3)ccc2n1-c1ccccc1 (stereo not drawn)
    1.1	0.3	2.2	0.0	4.5	-14.5	0.9	-2.6	-4.1
[29] O=C(NCc1n[nH]c(=S)n1-c1ccc(Cl)c(Cl)c1)c1cccs1
    -0.4	-2.3	2.8	-5.0	1.9	-14.4	0.7	27.0	19.1
[30] Cc1nnc(SCCn2c(N3CCCCC3)nc3c2c(=O)n(C)c(=O)n3C)s1
    0.4	1.5	10.0	-0.1	.	-5.5	0.2	-16.1	.
[31] CC(C)(C)c1cc(C(=O)N2CCN(c3ncccn3)CC2)ccn1
    0.1	1.7	5.0	0.6	14.7	-13.9	2.5	-17.0	26.8
[32] CCOC(=O)C(C)n1cnc2sc(C)c(C)c2c1=O (stereo not drawn)
    -0.1	-1.6	-1.2	1.2	36.0	-21.6	0.6	-17.7	22.9
[33] CC(C)(C)c1cc(=O)n2[nH]c(N)nc2n1
    0.8	1.8	1.4	-4.5	15.3	-2.8	0.1	0.8	3.6
[34] COc1ccccc1-c1cn[nH]c1-c1ccc(OCc2ccccc2)cc1O
    -0.1	-0.5	-20.7	.	-32.2	0.7	0.9	6.6	16.6
[35] COc1ccc(-c2ncccc2OC(=O)C23CC4CC(CC(C4)C2)C3)cc1
    0.1	-0.7	-13.9	14.8	16.3	-1.8	0.7	-40.9	52.6
[36] Cc1cc(NC(=O)CCC(=O)N(Cc2cccs2)C(C(=O)NC2CCCC2)c2cccnc2)no1 (stereo not drawn)
    -0.1	-1.5	-0.2	-1.9	30.3	-12.2	0.9	22.9	31.8
[37] CCOC(=O)N1CCN(c2c(N3CCC(N4CCCCC4)CC3)c(=O)c2=O)CC1
    0.3	1.7	1.8	5.1	-9.1	-13.4	-1.4	-8.6	10.4
[38] Cc1ccc(NC(=S)NCc2cccn2C)cc1
    0.0	-0.7	-4.8	7.5	-13.9	-20.3	1.9	-14.2	6.5
[39] CCCCCOC(=O)c1ccc(OC(=O)c2cncc(Br)c2)cc1
    -0.2	-0.8	-9.7	-5.2	26.4	9.8	1.4	-5.5	15.7
[40] Cc1ccc(C2C(C(=O)c3ccco3)=C(O)C(=O)N2c2nnc(C)s2)cc1 (stereo not drawn)
    1.2	2.4	-12.7	0.2	8.6	-0.2	-0.1	-8.2	11.6
[41] COC(=O)c1ccccc1OCCCOc1ccc(C=O)cc1OC
    0.9	1.4	2.7	5.3	-33.6	0.1	-0.5	-0.9	-41.0
[42] O=C(CN1C(=O)NC(Cc2ccccc2)C1=O)NC(=O)NC1CCCCC1 (stereo not drawn)
    -0.1	1.4	-3.8	-3.1	18.9	7.0	-0.8	2.8	1.5
[43] COc1ccc(/C=C/c2nc(-c3ccccc3O)n[nH]2)cc1
    1.9	2.4	5.3	4.4	-76.1	-17.8	0.6	-19.1	78.9*
[44] O=C(COC(=O)CNS(=O)(=O)c1ccccc1)Nc1ccc(Cl)cn1
    0.2	-1.5	-3.4	2.0	32.0	-16.1	0.5	0.3	46.7
[45] Cc1nc2ccccn2c1C(=O)NC1CCCC1
    0.2	-0.3	2.0	-1.3	23.7	8.0	-1.2	36.1	-0.4
[46] Fc1cc(F)cc(NC(=S)N2CCC(c3ccccc3)C2)c1 (stereo not drawn)
    -1.0	-1.1	-9.3	-3.6	-29.4	5.1	0.0	6.7	-9.4
[47] CC(=O)N(c1ccc2oc(=O)sc2c1)S(=O)(=O)c1cccs1
    0.2	0.5	3.3	-0.2	0.3&20.8	-2.1	0.2	14.3	11.2
[48] COc1cc2c(cc1OC)C1=C(C#N)CC/C(=N\S(=O)(=O)c3cccc(Cl)c3)N1CC2
    0.5	-1.0	-9.1	6.0	12.9	-13.8	1.0	-18.2	4.0
[49] C=CCn1c(COc2ccc(F)cc2)nnc1SCC(=O)Nc1cccc(S(N)(=O)=O)c1
    1.0	-1.6	-1.9	-1.8	5.0	-3.8	0.6	-2.1	-13.2
[50] CCN1CCN(Cc2ccc(OC)c(OCc3ccccc3)c2)CC1
    0.8	-0.8	12.2	5.0	18.4	-8.3	1.7	-7.3	10.7
[51] Cc1ccc(-n2nnc3ccccc3c2=O)cc1C
    -0.2	-1.0	-12.8	0.8	12.0	-23.4	-0.5	0.9	-6.5
[52] CC(C)(C)C(=O)Nc1nnc(SCC(=O)NCc2ccco2)s1
    1.1	0.8	8.1	-4.0	22.0	-12.7	-0.6	0.2	1.9
[53] CCOC(=O)C(=O)Nc1cc(Cl)ccc1C
    0.1	0.4	15.9	1.4	24.4	-15.6	0.7	10.3	-10.3
[54] O=c1[nH]c2ccccc2n1Cc1ccccc1
    0.8	0.5	3.7	-3.3	-3.6	-17.8	0.9	12.3	3.9
[55] CSc1nc2sc3c(c2c2nnnn12)CCCC3
    0.0	-0.3	13.2	5.6	14.1	-4.2	1.0	11.0	32.7
[56] CC(=O)Nc1ccc(C(=O)OCC(=O)Nc2ccc(N3CCOCC3)cc2)cc1
    1.3	1.9	-4.4	-0.8	-3.1	-2.7	1.7	-5.6	12.2
[57] Cc1cccc(C(=O)OCC(=O)NCc2cccs2)c1
    0.7	-0.3	2.9	1.6	0.1	-6.0	1.9	-3.1	1.1
[58] Cc1cccnc1NC(=O)C1CCN(S(=O)(=O)c2ccc3c(c2)CCC(=O)N3)CC1
    0.0	1.6	-4.3	0.4	6.5	-10.3	-2.1	9.1	-0.6
[59] O=C(NCC1CCCO1)c1nn2cccnc2c1Cl (stereo not drawn)
    0.8	-0.1	1.2	-1.1	5.0	-10.5	-2.2	-2.2	0.0
